SW480 rereplic = DNA re-replication induction in SW480 cells; SW480 DNA re-replication, Hoechst DNA content imaging, 48 h; Potency, µM (highest dose often 46.1 µM), without a hit: top-dose re-replication activation, hits mostly activators; actives 1.8% (n = 340,000); also: potency is read from the fitted curve at half-maximal effect; % of control where 0% means no effect; nearly all actives have a fitted effect of over 55% in size
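Cells (250 per well) received 23 nL compound or DMSO by pin tool and were kept 48 hr at 37 C, 5% CO2. Nuclei were then stained with Hoechst for 40 min and scanned for DNA content.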
GLP-1R agonist = GLP-1 receptor (human) agonism; P43220; HEK293 GLP-1R CRE-luciferase, luminescence, 4-6 h; cells express a hypersensitive GLP-1R form; Potency, µM (series often up to 45.6 µM), for inactives: at the highest dose activation, actives largely listed as activators; actives 0.007% (n = 380,000); AID 624172; also: potency is read from the fitted curve at half-maximal effect; % of control where 0% means no effect
Target sequence (P43220 whole entry, looked up): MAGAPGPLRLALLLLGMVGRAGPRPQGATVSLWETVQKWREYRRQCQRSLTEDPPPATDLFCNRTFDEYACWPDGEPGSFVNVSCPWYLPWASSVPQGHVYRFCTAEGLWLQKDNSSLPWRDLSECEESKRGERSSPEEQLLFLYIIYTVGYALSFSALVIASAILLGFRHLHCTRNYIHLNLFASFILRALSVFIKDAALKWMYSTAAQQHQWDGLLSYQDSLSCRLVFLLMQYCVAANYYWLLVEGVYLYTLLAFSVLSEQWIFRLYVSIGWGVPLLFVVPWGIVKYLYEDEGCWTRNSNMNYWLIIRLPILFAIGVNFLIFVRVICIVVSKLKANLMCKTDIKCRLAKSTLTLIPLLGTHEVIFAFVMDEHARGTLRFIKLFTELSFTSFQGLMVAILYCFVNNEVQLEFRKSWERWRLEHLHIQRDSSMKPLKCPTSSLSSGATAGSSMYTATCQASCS
HT1080-NT tox = kills 2HG-producing HT-1080-NT fibrosarcoma cells. HT-1080-NT fibrosarcoma viability, CellTiter-Glo ATP luminescence, 48 h. Potency, µM (doses to about 46.1 µM), without a hit: at the highest dose activity, negative = less viability, most hits filed as cytotoxic. actives 1.6% (n = 360,000);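 also: NT is the 2HG producing partner of a matched IDH1 knockdown line; potency is read from the fitted curve at half-maximal effect; 0% = DMSO-treated cells and -100% = media-only wells without cells; nearly all actives have a fitted effect of over 55% in size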
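Luminescent CellTiter-Glo readout after 48 hours of compound exposure at 37 degrees C defined viability of HT-1080-NT cells. Activity was normalized to DMSO wells and cell-free media wells; concentration-response curves were fitted and assigned curve classes.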
KB-V1 MDR tox = kills drug-selected multidrug resistant KB-V1 cells; KB-V1 MDR cells viability, CellTiter-Glo, 72 h; Potency, µM (series often up to 46.1 µM), for the others: at the highest dose activity change, negative = cytotoxicity, most hits filed as cytotoxic; actives 3.4% (n = 400,000); also: potency is read from the fitted curve at half-maximal effect; % is scaled to controls: 0 for no effect and ±100 for the full control effect; nearly all actives have a fitted effect of over 60% in size
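Readout: CellTiter-Glo luminescence, 10 min after addition. Cells: KB-V1 MDR subline, 72 h at 37 degrees C with compound. Analysis: corrected, normalized data fitted to concentration-effect curves.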
D3 ag = activates the human D3 dopamine receptor. max activation, %. actives 0.58% (n = 410,000). D3R DiscoveRx beta-arrestin cells, luminescence, 90 min. P35462. AID 652048; in the data active = max activation above about 30%; also: 0% is about no effect; mostly tested at two doses, the higher about 12 µM
Target sequence (P35462 whole entry, looked up): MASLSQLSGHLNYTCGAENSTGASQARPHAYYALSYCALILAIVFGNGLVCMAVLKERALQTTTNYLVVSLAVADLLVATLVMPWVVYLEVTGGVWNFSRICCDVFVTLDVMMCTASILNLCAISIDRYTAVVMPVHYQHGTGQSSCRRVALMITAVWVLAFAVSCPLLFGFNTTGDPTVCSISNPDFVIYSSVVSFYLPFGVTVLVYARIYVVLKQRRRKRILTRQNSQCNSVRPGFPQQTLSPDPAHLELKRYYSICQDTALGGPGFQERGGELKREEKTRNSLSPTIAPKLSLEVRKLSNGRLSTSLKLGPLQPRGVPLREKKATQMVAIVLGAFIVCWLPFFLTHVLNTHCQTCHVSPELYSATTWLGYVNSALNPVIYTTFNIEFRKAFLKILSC
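Cells at 1500/well, incubated overnight, then treated with pinned compounds (dopamine as control) for 90 min at 37 degrees C. DiscoveRx reagent added for 30 - 60 minutes at room temperature; luminescence read.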
D3 antag = D3 dopamine receptor (human) antagonism. P35462. D3R cells, DiscoveRx beta-arrestin luminescence, antagonist mode; stronger effect = lower value. max response, negative = inhibition, %. actives 2.5% (n = 360,000). AID 652054; in the data active = max response below about -50%; inconclusive = no clear call, values can overlap the other calls; also: % is scaled to controls: 0 for no effect and ±100 for the full control effect; mostly tested at two doses, the higher about 12 µM
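Cells plated overnight at 1500 cells/well, then exposed to library compounds with dopamine controls for 90 minutes at 37 degrees C. DiscoveRx reagent added for 30–60 minutes at room temperature; luminescence read, quantitative HTS format.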
KB-3-1 tox = KB-3-1 parental cell cytotoxicity | KB-3-1 viability, CellTiter-Glo ATP luminescence, 72 h | Potency, µM (highest dose often 46.1 µM), inactives show at the highest dose activity change, negative = cytotoxic, most hits filed as cytotoxic | actives 1.4% (n = 400,000) | AID 1347075; also: potency is read from the fitted curve at half-maximal effect; % is scaled to controls: 0 for no effect and ±100 for the full control effect; nearly all actives have a fitted effect of over 60% in size
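72 h, 37 °C compound treatment of KB-3-1 parental cells; CellTiter-Glo added, 10 min, luminescence read. Data corrected against DMSO-only plates and normalized before curve fitting.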
HT1080 IDH1KD tx = kills HT-1080 cells with IDH1 knockdown; actives 2% (n = 360,000); HT-1080 IDH1 knockdown viability, ATP luminescence, 48 h; Potency, µM (top dose mostly 46.1 µM), for the others: at the highest dose activity, negative = toxicity, most hits filed as cytotoxic;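 also: potency is read from the fitted curve at half-maximal effect; 0% = DMSO wells and -100% = cell-free medium wells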
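IDH1KD HT-1080 cells, 750/well, RPMI + 5% FBS; compound pinned after 2 h settling; 48 h, 37 °C; CellTiter-Glo luminescence; % activity normalised to DMSO and no-cell wells; curves fitted, classed by r2 and efficacy.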
IL-1B inflam inh = inhibitors of inflammasome signaling (IL-1 beta secretion). THP-1 LPS/ATP IL-1B secretion, AlphaLISA, 16 h; stronger effect = lower value. activity change, % at 57.5 µM. actives 4.7% (n = 360,000); in the data active = activity change below about -50%; inconclusive = mostly about -30% to -49%; also: % is scaled to controls: 0 for no effect and ±100 for the full control effect
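THP-1 cells pretreated 1 hr with compounds (up to 57.5 uM final), then stimulated with LPS (250 ng/mL final) plus ATP (1.25 mM final); secreted IL-1B measured by AlphaLISA after 16 hr, decreased signal indicating inhibition.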
An asterisk follows results filed as active; ? = inconclusive; / = not tested or not shown; & = joins results of further samples; [ ] = dose if it differs, or a comment. Unless noted, calls follow the shape of the dose curve; as a rule, active = well fitted curve in the direction sought with a large enough effect; inconclusive = small, poorly fitted or top-dose-only effect, or another doubt; inactive = no such curve, though single readings can be large; an effect the other way counts as inactive or inconclusive.

canonical_smiles	SW480 rereplic	GLP-1R agonist	HT1080-NT tox	KB-V1 MDR tox	D3 ag	D3 antag	KB-3-1 tox	HT1080 IDH1KD tx	IL-1B inflam inh
CCOC(=O)CSc1nnc(-c2c[nH]c3ccccc23)o1	-12%	11%	17%	?	0	-2	20%	1%	-93*
COc1ccc(CCn2c(C(C)C)nc3oc4ccccc4c(=O)c3c2=O)cc1	2%	5%	-8%	19%	5	0	-5%	-1%	-8
Cc1cnc2nc(-c3ccccc3)ccc2c1	/	0%	-28%	-11%	1	3	-4%	-24%	0
O=C(NC1CCCCCC1)c1ccc(N2CCCC2=O)cc1	-4%	-5%	4%	-10%	-9	-19	8%	-3%	-16
CN(CC(=O)N1CCOCC1)C(=O)CSc1nc2ccccc2s1	-3%	7%	12%	-14%	0	4	10%	2%	42
O=C(C1CCN(S(=O)(=O)N2CCC3(CC2)OCCO3)CC1)N1CCOCC1	-2%	-7%	7%	8%	8	18	0%	43%	3
CCCCCc1nnc(NC(=O)OCCC)s1	-9%	-7%	0%	-2%	4	8	14%	7%	-14
Cc1ccc(C)c(S(=O)(=O)NCc2ccc(C(=O)N3CCCCCC3)cc2)c1	-7%	0%	-6%	?	10	2	-14%	-1%	5
O=C1CC(Sc2ncccn2)C(=O)N1c1ccccc1 (stereo not given)	1%[9.22 µM]	-11%	5%	18%	4	4	10%	3%	-3
O=C(Nc1cccc(-c2nnco2)c1)c1cccs1	-5%	8%	12%	1%	1	-7	-2%	20%	-19
Cc1nc2ccccc2c(=O)n1/N=C/c1ccccn1	?	-7%	12%	1%	3	6	1%	6%	-8
Cc1cccc(CCNC(=O)CC2C(=O)NCCN2Cc2ccccc2C)n1 (stereo not given)	2%	-1%	14%	0%	3	12	-4%	15%	2
CCOc1ccc2[nH]c(=O)c(CN(Cc3cccnc3)C(=O)Nc3ccccc3OC)cc2c1	1%	6%	-12%	-7%	-3	0	-1%	-12%	?
CCc1ccccc1NC(=O)Cn1c(=O)n(Cc2ccco2)c(=O)c2sc3ccccc3c21	/	0%	/	0%	-6	/	9%	/	/
O=C(CNC(=O)c1cccc(F)c1)N/N=C/c1ccc([N+](=O)[O-])s1	18µM*	5%	-29%	-12%	0	-8	3%	-21%	34
CC12CCC(=O)N1C(C(=O)OCC(=O)Nc1ccc(Cl)c(Cl)c1)CS2 (stereo not given)	4%	1%	-20%	3%	5	2	21%	0%	-58*
CC(C)(C)c1ccc(OCCCN2CCCC2)cc1	12%	-5%	-12%	-1%	-2	-11	-10%	-21%	0
CCc1nc2cc([N+](=O)[O-])c([N+](=O)[O-])cc2[nH]1	1%	13%	-1%	-20%	-7	-1	0%	3%	22
N#C/C(=C\c1ccc(-c2ccc(F)cc2)o1)C(=O)Nc1nc(-c2cccs2)cs1	-4%	-7%	?	-18%	-7	-4	-12%	?	0
CCCC1(C(=O)OCC)NC(c2ccc(O)cc2)C2C(=O)N(c3ccc4c(c3)OCCO4)C(=O)C21 (stereo not given)	7%	-3%	-11%	-21%	0	-23	-2%	-9%	6
CCC(CO)Oc1cc(NC(=O)c2cccc(C)c2)c2ncn(C(C)C)c2c1 (stereo not given)	-15%	9%	1%	?	-5	-7	0%	2%	?
CCOc1ccc(N2C(=O)CCC2=O)cc1	-7%	5%	1%	-9%	4	-7	-8%	1%	-3
S=C(Nc1cccc(Cl)c1)N1CCOCC1	-15%	-14%	14%	-17%	2	-9	0%	13%	25
Cc1cc2nc(CN(C)Cc3c(C(=O)N(C)C)nc4ccc(Cl)cn34)[nH]c2cc1C	?	18%	-20%	-9%	-4	-3	6%	-11%	14
CCCCN(C(C)=O)c1c(CC)nc2ccc(C(=O)NCCOc3ccc(OC)cc3)cn12	/	-5%	-11%	-5%	2	0	-3%	-17%	-5
O=C(NCc1cccnc1)/C(=C/c1ccc(-c2cccc(Cl)c2)o1)S(=O)(=O)c1ccccc1	4%	-35%[inhibitor]	-8%	?	-1	-19	-2%	-2%	-106*
COc1ccc(C(=O)/C=C/c2ccccc2)c(O)c1	?	5%	-27%	-9%	-32	?	-5%	-23%	-99*
N#Cc1c(C(F)(F)F)cc(-c2cccs2)nc1SCc1cccnc1	-1%	15%	-4%	?	-7	?	?	-14%	-2
CCOC(=O)N1CCN(C(=O)/C(=C/c2cccc3ccccc23)NC(=O)c2ccc(OC)cc2)CC1	0%	6%	-14%	?	-37	-29	-2%	?	8
O=C(CSc1nc2ccc(Cl)cc2[nH]1)Nc1ccc2[nH]c(=O)[nH]c2c1	-2%	19%	-2%	-4%	-9	-6	?	-11%	31

One compound at a time, from the list above. Screens in order: SW480 rereplic, GLP-1R agonist, HT1080-NT tox, KB-V1 MDR tox, D3 ag, D3 antag, KB-3-1 tox, HT1080 IDH1KD tx, IL-1B inflam inh
`Cc1cnc2nc(-c3ccccc3)ccc2c1` as listed: /, 0%, -28%, -11%, 1, 3, -4%, -24%, 0
`CCOc1ccc2[nH]c(=O)c(CN(Cc3cccnc3)C(=O)Nc3ccccc3OC)cc2c1` as listed: 1%, 6%, -12%, -7%, -3, 0, -1%, -12%, ?

The results go on:
canonical_smiles	SW480 rereplic	GLP-1R agonist	HT1080-NT tox	KB-V1 MDR tox	D3 ag	D3 antag	KB-3-1 tox	HT1080 IDH1KD tx	IL-1B inflam inh
O=C(O)c1ccc(C2SCC(=O)N2Cc2ccccc2)cc1 (stereo not given)	-6%	-15%	8%	0%	5	-13	-4%	3%	8
Cc1cc(OCC(=O)Nc2ccccc2C(N)=O)c2c(C)cc(=O)oc2c1	6%	12%	2%	?	-2	0	0%	4%	-12
COc1ccc(CNC(=O)C(OC(C)=O)c2ccccn2)cc1 (stereo not given)	0%	-1%	7%	0%	2	0	-9%	10%	-1
CC(C)n1nc(C(=O)Nc2cccc(S(=O)(=O)NCc3ccco3)c2)c2ccccc2c1=O	0%	-1%	-13%	21µM*	3	40	?	-6%	-5
COC(=O)c1cc(C(=O)c2ccc(C(C)(C)C)cc2)c[nH]1	1%	22%	-27%	?	0	10	?	-26%	?
CCOCC(=O)N1CCc2ccccc21	3%	3%	-4%	-5%	-10	-22	-11%	-7%	51
CCOc1ccc(OCCCC(=O)N(C)CC(=O)Nc2ccccc2Br)cc1	-9%	0%	2%	-1%	0	-5	-3%	8%	17
COc1ccc(NS(=O)(=O)c2ccc(C)c(C(=O)O)c2)cc1	-9%	2%	4%	-4%	-1	3	-4%	7%[9.24 µM]	9
Cc1cccc2sc(NC(=O)C3CCN(C(=O)c4ccco4)CC3)nc12	3%	5%	?	-8%	2	0	-26%	-10%	-27
CN1CCN(NC(=O)c2cc(-c3ccccn3)nc3ccccc23)CC1	1%	-5%	20%	-1%	3	4	7%	2%	12
CCn1c(Cc2ccccc2)nnc1SCC(=O)Nc1ccccc1F	-14%	-2%	9%	-27%	2	7	-11%	0%	3
O=C(O)CN1C(=O)SC(Nc2ccc(C(=O)O)cc2)C1=O (stereo not given)	-1%[9.22 µM]	-8%	13%	?	-5	11	0%	11%	19
CCOc1ccc2nc(NC(=O)CN3CCC(n4nnc5cc(C(F)(F)F)ccc54)CC3)sc2c1	3%	0%	-20%	-8%	-10	13	8%	?	21
CC(=O)c1ccc(S(=O)(=O)N2CCN(C(C)=O)CC2)cc1	-3%	1%	0%	-6%	-3	-16	10%	10%	1
COc1ccc(C(=O)C2CCCN(C(=O)c3cccc(Cn4cccn4)c3)C2)cc1F (stereo not given)	7%	-2%	-10%	1%	2	-2	1%	-1%	-17
Cc1ccc(S(=O)(=O)Nc2cccc3c2O[C@H](CN(C)Cc2ccc(-c4ccccc4)cc2)[C@@H](C)CN([C@H](C)CO)C3=O)cc1	?	-1%	-21%	0%	-10	-5	-3%	-22%	-74*
Cn1cc(C(=O)Nc2ccc(C#N)cc2)c2ccccc2c1=O	-1%	1%	-2%	-5%&-8%	8&-15	16	-8%&1%	-12%	-21
CCOC(=O)C1=C(C)OC(N)=C(C(=O)OCC)C1c1ccncc1 (stereo not given)	-9%	13%	5%	0%	-3	4	0%	17%	11
COc1ccccc1OCc1nnc(SCC(=O)N2CCCC2)o1	-6%	-1%	0%	-1%	-9	-10	-4%	7%	-2
COc1ccc2c(c1)c1ncn(CCN3CCCCC3)c(=O)c1n2C	2%	-7%	11%[9.24 µM]	-14%	-57	-13	8%	-17%	-18
Cc1cc(C(=O)N/N=C/C=C/c2ccc([N+](=O)[O-])cc2)n[nH]1	-11%	12%	0%	7%	-1	12	3%	0%	-19
Nc1ccn([C@@H]2O[C@H](COS(=O)(=O)O)[C@@H](O)[C@H]2O)c(=O)n1	-33%[inhibitor]	-6%	1%	15%	-2	7	0%	-16%	20
C/C=C/c1ccc(OCC(=O)NCc2ccccc2OC)c(OC)c1	-4%	11%	10%	?	9	1	6%	6%	3
CN(C)C(=O)c1cccn(Cc2cccc(C(F)(F)F)c2)c1=O	-4%	1%	6%	?	7	22	26%	6%	19
C(=C\c1ccccn1)/c1ccncc1	0%	16%	6%	?	3	36	1%	11%	-26
O=C1c2cccc3c(N4CCCCC4)ccc(c23)C(=O)N1c1ccccc1O	18µM*	10%	-10%	-3%	9	-1	-24%	-8%	-25
O=C(CCNC(=O)c1ccc(Cl)cc1)NC1CCCCCC1	-2%	-6%	-13%	/	-4	6	/	-1%	-6
CC(=O)N1CCC(C(=O)NCCOc2ccc(C)cc2)CC1	-16%	0%	16%	?	10	-1	5%	24%	4
CC(C)(C)OC(=O)N[C@@H](Cc1ccccc1)C(=O)NCC1CCC(C(=O)N[C@@H](CCC(N)=O)C(=O)O)CC1 (stereo not given in full)	-20%	-4%	14%	0%	3	2	-2%	2%	13

Source: PubChem (National Center for Advancing Translational Sciences (NCATS))
